From PubChem
KCNK3 block: human KCNK3 channel inhibition, primary screen. B-score at 10 µM. CHO-KCNK3 thallium flux, FluxOR fluorescence; stronger effect = lower value. AID 602410. 340,000 compounds, 0.84% hits;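 active = B-score under library mean minus 4 SD, starting fluorescence ratio at most library mean plus 5 SD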;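 also: more negative B-score means stronger inhibition of thallium flux through KCNK3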
hERG protect: hERG (human) protection from proarrhythmic block. CHO-hERG, FluxOR thallium flux, dofetilide IC70 present. activation (rescue from dofetilide block), less the hit threshold, % at 10 µM. 310,000 compounds, 0.51% hits. AID 1511;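 active = activation above the mean of controls blocked by dofetilide plus 5 SD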;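 also: thallium influx through hERG after potassium depolarization seen as dye fluorescence rise; in these data hits start at about 4.7%; inactives centre near -7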
TRPC4 inh: blocks the mouse TRPC4 cation channel. HEK293 TRPC4beta/mu-opioid, DAMGO-evoked Fluo4 calcium flux; stronger effect = lower value. B-score at 10 µM. 300,000 compounds, 0.39% hits. AID 2247;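 active = B-score over 3 SD under the library average, no early fluorescence shift, positive overall ratio signal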
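test system = HEK293 cells with stable TRPC4beta plus mu-opioid receptor expression | detection = Fluo4 Ca2+ flux fluorescence | read-out = integrated fluorescence ratio relative to baseline, converted to per-well B score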
TRPC4 act: activators of mouse TRPC4 channel; Q9QUQ5; HEK293 TRPC4beta/mu-opioid, Fluo4 calcium fluorescence; stronger effect = higher value; B-score at 10 µM; 310,000 compounds, 0.49% hits;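 active = B-score above 5 SD of library B-scores, and initial fluorescence ratio not above library mean plus 5 SD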;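 also: positive B-score marks a calcium rise read as TRPC4 activation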
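system = HEK293 cells stably co-expressing mouse TRPC4beta and mu-opioid receptor | schedule = Fluo4 dye loading 45 min at room temperature, 110 s recording | measure = B-scored integrated calcium fluorescence ratio | signal = Fluo4 calcium-sensitive dye fluorescence, kinetic, 1 Hz baseline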
KCNQ1 inh: inhibitors of human KCNQ1 potassium channel; 310,000 compounds, 1.3% hits; CHO-K1 KCNQ1, FluxOR thallium flux fluorescence; stronger effect = higher value; B-score at 10 µM; AID 2642;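 active = compounds whose thallium flux B-score, printed positive for inhibition, exceeds three library SD while starting fluorescence stays within three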;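 also: channel opened by potassium depolarization with thallium stimulus after 20 min compound exposure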
Target sequence (P51787 whole entry, looked up): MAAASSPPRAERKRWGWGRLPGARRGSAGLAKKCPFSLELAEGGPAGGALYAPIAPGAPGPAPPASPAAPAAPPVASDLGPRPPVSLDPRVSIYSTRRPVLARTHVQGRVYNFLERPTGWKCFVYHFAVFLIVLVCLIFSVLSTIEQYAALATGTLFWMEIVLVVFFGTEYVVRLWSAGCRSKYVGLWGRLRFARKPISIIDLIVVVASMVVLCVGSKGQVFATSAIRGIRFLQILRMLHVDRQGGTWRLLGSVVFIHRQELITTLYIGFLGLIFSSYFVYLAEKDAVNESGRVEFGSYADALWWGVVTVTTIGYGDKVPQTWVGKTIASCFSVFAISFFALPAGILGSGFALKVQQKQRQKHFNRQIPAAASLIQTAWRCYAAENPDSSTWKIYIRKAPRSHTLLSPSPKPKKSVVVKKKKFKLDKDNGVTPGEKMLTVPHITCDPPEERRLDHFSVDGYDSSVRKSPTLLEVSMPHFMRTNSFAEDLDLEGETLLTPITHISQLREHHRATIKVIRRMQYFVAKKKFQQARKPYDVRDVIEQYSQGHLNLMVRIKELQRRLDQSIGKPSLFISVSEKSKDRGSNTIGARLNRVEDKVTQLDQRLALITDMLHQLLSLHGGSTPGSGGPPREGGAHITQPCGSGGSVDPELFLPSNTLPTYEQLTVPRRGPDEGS
KCNK9 inh: inhibitors of human KCNK9 two-pore domain potassium channel; HEK293 KCNK9, FluxOR thallium flux fluorescence; stronger effect = lower value; 310,000 compounds, 1.2% hits; B-score at 10 µM; AID 488922;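 active = ratio B-score over 3 SD below the library mean, with starting fluorescence within 5 SD of its mean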;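 also: negative B-score means less thallium flux so channel inhibition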
Target sequence (Q9NPC2 whole entry, looked up, the tested form may be a part): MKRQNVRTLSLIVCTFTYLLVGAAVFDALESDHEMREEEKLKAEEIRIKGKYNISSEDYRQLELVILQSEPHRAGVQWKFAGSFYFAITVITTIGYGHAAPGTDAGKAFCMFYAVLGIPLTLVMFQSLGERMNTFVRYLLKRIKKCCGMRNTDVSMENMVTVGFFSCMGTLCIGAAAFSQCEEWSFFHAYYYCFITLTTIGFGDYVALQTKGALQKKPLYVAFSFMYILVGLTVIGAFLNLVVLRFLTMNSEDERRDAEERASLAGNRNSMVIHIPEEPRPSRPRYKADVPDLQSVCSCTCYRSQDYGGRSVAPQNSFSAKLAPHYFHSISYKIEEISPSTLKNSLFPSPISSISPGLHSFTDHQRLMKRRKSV
KCNQ1 act: human KCNQ1 channel potentiation or activation. 310,000 compounds, 0.35% hits. CHO-K1 KCNQ1, thallium flux FluxOR fluorescence; stronger effect = higher value. P51787. AID 2648. B-score at 10 µM;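 active = fluorescence ratio B-score, a plate-corrected score, at least three library SD, with initial intensity B-score within 5 SD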
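System: Stable KCNQ1 CHO-K1 line | Incubation: 90 min dye loading and 20 min compound exposure, both at room temperature | Measure: Ratio B score | Medium: Assay buffer for compound exposure, DMSO matched across wells | Compound dosing: Single-concentration screen | Probe or stimulus: K+/Tl+ depolarizing stimulus | Measured by: Kinetic FluxOR fluorescence, 10 s baseline plus 110 s post-stimulus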
TRPC4 potent: allosteric potentiators of mouse TRPC4 channel; B-score at 10 µM; AID 2227; HEK293 TRPC4beta/mu-opioid, DAMGO EC20, Fluo-4 Ca2+ flux; stronger effect = higher value; Q9QUQ5; 310,000 compounds, 0.42% hits;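 active = B-score of calcium response area above 5 SD of library B-scores, with initial fluorescence ratio within 5 SD of library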;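 also: B-score of integrated fluorescence ratio over time as area under calcium response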
PolyA inhibitor: yeast polyadenylation inhibition. calls only at 12 µM. 300,000 compounds, 0.02% hits. S. cerevisiae SKY197-pL101 polyadenylation reporter, beta-gal luminescence; efflux-impaired pdr1/pdr3 knockout yeast; score 100 = 6 SD above DMSO. AID 1875;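 active = lowest replicate activity score at least 50, where 100 means six control SD above control mean; inconclusive = lowest score under 50 but half or more replicates reach 50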;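 also: yeast exposed to compound for 9 h at 30 °C; higher score means more reporter readthrough which indicates perturbed polyadenylation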
DYRK1A inh: blocks rat Dyrk1A kinase activity. inhibition, % at 12.5 µM. AID 504441. ADP-Glo luminescence, NFATc1 peptide. 310,000 compounds, 0.43% hits; in the data active = inhibition above about 50%;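 also: plate controls were vehicle with enzyme for no effect and no enzyme for full effect; many of its hits are not listed in these tables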
Platelet DG rel: modulates dense granule release in human platelets. human platelet-rich plasma, SFLLRN dense granule ATP release, luminescence. inhibition, %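 (compounds screened at 7.5 µM in platelet-rich plasma)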. 300,000 compounds, 0.22% hits. AID 1663;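 active = mean replicate score, as percent of positive control, at or above 50; inconclusive = mean below 50 but at least one replicate at or above 50; inactive = mean and every replicate below 50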
Numbers without * were called inactive; i = inactive; ? = inconclusive; · = not tested or not shown. Some of the compounds tested; rates above refer to the full screens.

SMILES | KCNK3 block | hERG protect | TRPC4 inh | TRPC4 act | KCNQ1 inh | KCNK9 inh | KCNQ1 act | TRPC4 potent | PolyA inhibitor | DYRK1A inh | Platelet DG rel
CCOC(=O)Cc1nnc(NC(=O)CSc2nncn2C)s1 | i | -4 | i | i | i | i | i | i | i | 2 | -2
O=C(CC1C(=O)NCCN1C1CCCC1)NCc1cccc(OC(F)(F)F)c1 (stereo not given) | i | -7 | i | i | i | i | i | i | i | -12 | 13
COCCN(CCOC)C(=O)CN1C(=O)NC(Cc2c[nH]c3ccccc23)C1=O (stereo not given) | i | -3 | i | i | i | i | i | i | i | -4 | -30
Cc1cc(C)c(S(=O)(=O)N2CCCC(C(=O)NCCC3=CCCCC3)C2)c(C)c1 (stereo not given) | i | -6 | i | i | i | i | i | i | i | 2 | 2
Cc1ccc(S(=O)(=O)Nn2c(O)c(C=C3N=c4ccccc4=N3)sc2=S)cc1 | i | -7 | i | i | i | i | i | i | i | -3 | 24
CCS(=O)(=O)NCCCc1ccccc1 | i | -11 | i | i | i | i | i | i | i | 2 | -5
COC(=O)c1ccc(CSc2nc(N)cc(N)n2)cc1 | i | -9 | i | i | i | i | i | i | i | -14 | 19
Nc1nc(NCc2ccc(Cl)cc2)nc(NCCO)c1[N+](=O)[O-] | i | -1 | i | i | i | i | i | i | i | 40 | 10
COc1ccccc1C1CC(c2cccc(NS(C)(=O)=O)c2)=NN1S(=O)(=O)c1ccccc1 (stereo not given) | i | -11 | i | i | i | i | i | i | i | 0 | 0
Cc1cc(/C=C2/C(=O)N(C)C(=S)N2C)ccc1N1CCCC1 | i | -7 | i | i | i | i | i | i | i | -1 | -2
O=C(C1CC1)N1N=C(c2ccccc2)CC1(O)C(F)(F)F (stereo not given) | i | -5 | i | i | i | i | i | i | i | -2 | -5
CCn1c(N)c(Br)c(=O)[nH]c1=O | i | -2 | · | i | i | i | i | i | i | 4 | 1
O=c1oc2ccccc2c2[nH]ccc12 | i | -2 | i | i | i | i | i | i | i | 49 | -3
Cc1cccc(-n2nc3c(c2NC(=O)C2CC2)CS(=O)(=O)C3)c1C | i | -11 | i | i | i | i | i | i | i | 1 | 0
C=CCSc1n[nH]c(=O)n1-c1cccc(C(F)(F)F)c1 | i | -10 | i | i | i | i | i | i | i | 3 | 9
CCCC(=O)Nc1cc(C)cn(Cc2c(F)cccc2Cl)c1=O | i | 1 | i | i | i | i | i | i | i | 9 | -3
O=C(/C=C/c1ccc(O)c(O)c1)OC1C(O)CC(OC(=O)/C=C/c2ccc(O)c(O)c2)(C(=O)O)CC1O (stereo not given) | i | 4 | i | i | i | i | i | i | · | 2 | -5
COc1cccc(N2[C@@H](CC(C)=O)c3ccc(/C=C/C(C)=O)cc3S2(=O)=O)c1 | i | -2 | · | i | i | i | i | i | · | 4 | 3
Cc1cc(C(=O)COC(=O)c2ccc3c(c2)OCO3)c(C)n1CC1CCCO1 (stereo not given) | i | -10 | i | i | i | i | i | i | i | -12 | 11
O=C1N=C(N2CCOCC2)S/C1=C\c1ccc(-c2ccccc2Cl)o1 | i | -7 | i | i | i | i | i | i | i | -8 | -23
CN(C)S(=O)(=O)c1cccc(C(=O)Nc2cc(Cl)cc(Cl)c2)c1 | -13* | -10 | i | i | 7* | i | i | i | i | -4 | 4
Fc1ccc2nc(Nc3nc4cc5c(cc4s3)OCCO5)sc2c1 | i | -30 | i | i | i | i | i | i | i | 0 | 35
CC(=O)c1ccc(COC(=O)c2cc3ccccc3oc2=O)cc1 | i | -5 | i | i | i | i | i | i | i | 4 | 2
CC1CCC(=O)N(CCSc2ccccc2)CC1 (stereo not given) | i | -4 | i | i | i | i | i | i | i | -8 | 11
COc1cc(S(=O)(=O)N2CC(=O)Nc3ccccc32)ccc1NC(C)=O | i | -4 | i | i | i | i | i | i | i | 1 | 2
O=C(N=C1SC2CS(=O)(=O)CC2N1c1cccc(Cl)c1Cl)C1CCCO1 (stereo not given) | i | -2 | i | i | i | i | i | i | i | -8 | -1
COc1ccc(NC(=O)C2=C(C)NC(=O)NC2c2cccc(OC)c2OC)c(OC)c1 (stereo not given) | i | -5 | i | i | i | i | i | i | i | -9 | 1
COC(=O)c1c(C)[nH]c(C(=O)OCC(=O)N2c3ccccc3NC(=O)C2(C)C)c1C | i | -10 | i | i | i | i | i | i | i | -3 | ?
CCOc1ccc(CC(=O)N/N=C(\C)c2cccnc2)cc1OCC | i | -9 | i | i | i | i | i | i | i | 12 | 6
COc1ccc(NC(=O)CN(C)C(=O)Cc2ccc(S(=O)(=O)N3CCOCC3)s2)cc1 | i | -10 | i | i | i | i | i | i | i | 4 | -29
CCOC(=O)C1CCN(C(=O)CN2C(=O)COc3ccc(C(C)(C)C)cc32)CC1 | i | -11 | i | i | i | i | i | i | i | 4 | 9
Cc1ccc(Nc2nc(NCc3ccco3)c3ccccc3n2)cc1 | i | -9 | i | i | i | i | i | i | i | 2 | 3
NNC(=O)c1ccc(N2CCCCCC2)c([N+](=O)[O-])c1 | i | -3 | i | i | i | i | i | i | i | 0 | -4
CCCCn1cnc2cc(NCc3ccncc3)ccc21 | i | -4 | i | i | i | i | i | i | i | · | -3
CCOC(=O)NC(=O)C(/C=N/c1sccc1C(=O)OC)=C(\C)O | i | -5 | i | i | i | i | i | i | i | 4 | -5
COc1ccccc1N1CCN(C(=O)C2CCN(C(=O)c3ccccc3C)CC2)CC1 | i | -13 | i | i | i | i | i | i | i | 0 | 5
CC(=O)c1ccc(N2CCN(C(=O)COc3ccccc3F)CC2)c(F)c1 | i | -10 | i | i | i | i | i | i | i | 0 | -5
COc1cccc(-c2nnc(SC(C(=O)c3c[nH]c4ccccc34)c3ccccc3)n2C)c1 (stereo not given) | i | -11 | i | i | i | i | i | i | i | -1 | -6
O=C(N/N=C/c1ccc(N2CCOCC2)o1)c1cccc(C(F)(F)F)c1 | i | -16 | i | i | i | i | i | i | i | 14 | -3
Cc1cc(C)c2nc(C(F)(F)F)nc(NCCCN3CCCC3=O)c2c1 | i | -6 | i | i | i | i | i | i | i | 4 | -11
CC(C)CNC(=O)COC(=O)/C=C/c1ccco1 | i | 0 | i | i | i | i | i | i | i | -2 | 0
COc1ccc(-c2csc(NC3CCCCC3)n2)c(OC)c1 | i | -10 | i | i | i | i | i | i | i | -4 | -5
O=C(Nc1ccc(F)cc1F)c1cc2ncc(Br)cn2n1 | · | -11 | i | i | i | i | i | i | i | · | 7
CCN(CC)CCCNC(=O)C(C)n1c2ccccc2c2nc(=O)cc(C)n21 (stereo not given) | i | -10 | i | i | i | i | i | i | i | 4 | -5
CC1=NN(C(N)=S)C(=O)C1N=Nc1ccccc1C(=O)O (stereo not given) | i | -8 | i | i | i | i | i | i | i | 11 | -4

Of the compounds above, these contain a COOH group:
SMILES | KCNK3 block | hERG protect | TRPC4 inh | TRPC4 act | KCNQ1 inh | KCNK9 inh | KCNQ1 act | TRPC4 potent | PolyA inhibitor | DYRK1A inh | Platelet DG rel
O=C(/C=C/c1ccc(O)c(O)c1)OC1C(O)CC(OC(=O)/C=C/c2ccc(O)c(O)c2)(C(=O)O)CC1O (stereo not given) | i | 4 | i | i | i | i | i | i | · | 2 | -5
CC1=NN(C(N)=S)C(=O)C1N=Nc1ccccc1C(=O)O (stereo not given) | i | -8 | i | i | i | i | i | i | i | 11 | -4

The listing continues:
SMILES | KCNK3 block | hERG protect | TRPC4 inh | TRPC4 act | KCNQ1 inh | KCNK9 inh | KCNQ1 act | TRPC4 potent | PolyA inhibitor | DYRK1A inh | Platelet DG rel
c1ccc(-c2ccc(CN3CCN(c4ncccn4)CC3)cc2)cc1 | i | -23 | i | i | i | i | i | i | i | 5 | -1
Cc1ccc(CNC(=S)Nc2cc(C(=O)O)ccc2C)cc1 | i | -1 | i | i | i | i | i | i | i | -1 | 2
CCn1c(O)c(N=Nc2ccc(Cl)c(C(=O)O)c2)c2ccccc21 | i | -11 | i | i | i | i | i | i | i | 21 | 1
COc1cccc(C(=O)Oc2ccc(/C=N/Nc3ccc(C(=O)O)cc3)cc2OC)c1 | i | -5 | i | i | i | i | i | i | i | -7 | 0
CC(C)CC(=O)NC(=S)NNC(=O)c1ccc([N+](=O)[O-])cc1 | i | -12 | i | i | i | i | i | i | i | -1 | -4
CSc1nnc(C)c(=O)n1COC(=O)c1ccc(S(=O)(=O)N2CCCC2)cc1 | i | -8 | i | i | i | i | i | i | i | -1 | -19
COc1ccc(C2=NNC(c3cccnc3)=Nc3ccc(OC)cc32)cc1 | i | -13 | i | i | i | i | i | i | i | 1 | 4
COCc1cc(C)nc2sc(C(=O)Nc3nccs3)c(N)c12 | i | -11 | i | i | i | i | i | i | i | 1 | -10
O=C(CCc1ccccc1)Nc1nc2nc(-c3ccccc3)cc(=O)n2[nH]1 | i | -1 | i | i | i | i | i | i | i | 10 | 3
CCCc1cc(=O)[nH]c(SCC(=O)N(CC)c2c(N)n(Cc3ccccc3)c(=O)[nH]c2=O)n1 | i | -17 | i | i | i | i | i | i | i | · | 0
CCNS(=O)(=O)c1ccc2nc(NC(=O)/C=C/c3cc(OC)c(OC)c(OC)c3)sc2c1 | i | -5 | i | i | i | i | i | i | i | -5 | -5
COc1ccccc1N1CCN(C(=O)c2sc3nc(-c4ccccc4)cn3c2C)CC1 | i | -6 | i | i | i | i | i | i | i | -1 | 7
Nn1c(C2CCCCC2)nc2ccccc2c1=O | i | -11 | i | i | i | i | i | i | i | 4 | 6
O=C1c2ccccc2C(=O)N1CC1c2ccccc2CCN1C(=O)N1CCOCC1 (stereo not given) | i | -2 | i | i | i | i | i | i | i | -26 | -1
CC1CCCCN1CC(=O)NC(c1ccccc1)c1ccccc1 (stereo not given) | i | -11 | i | i | i | i | i | i | i | 4 | 1
CC(=O)OC(C(=O)N1CCOCC1)c1c(F)cccc1F (stereo not given) | i | -8 | i | i | i | i | i | i | i | 1 | -5
Cc1ccc(C(=O)NNC(=O)C(C)Sc2nc(N)cc(N)n2)cc1 (stereo not given) | i | -8 | i | i | i | i | i | i | i | 0 | 11

Some entries already given, limited to DYRK1A inh and KCNK3 block:
structure	DYRK1A inh	KCNK3 block
COCc1cc(C)nc2sc(C(=O)Nc3nccs3)c(N)c12	1	i
CCn1c(N)c(Br)c(=O)[nH]c1=O	4	i
